# RGS7-Gao: RGS7-Galphao binding modulators, primary screen, biochemical, multiplexed bead flow cytometry. binding response (% of control), % at 10 µM. actives 0.35% (n = 220,000). AID 1439, 2008. actives lie on both sides. Guanine nucleotide-binding protein G(o) subunit alpha (Homo sapiens), P09471; in the data active = binding response below about 49% or above about 150%; inconclusive = no clear call, values can overlap the other calls; inactive = in between;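 note: fluorescent Galphao held in activated GDP-AlF4 state binding bead-coupled RGS7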
# Bcl-XL Bim block: inhibitors of Bim-Bcl-XL binding, primary screen, biochemical, multiplexed, bead flow cytometry, human Bcl-XL; Bcl-2-like protein 1 (Homo sapiens), Q07817; Bim peptide-Bcl-XL binding, fluorescence; inhibition, % at 10 µM; actives 0.04% (n = 190,000); AID 1007, 2008
# Bcl-W Bim block: inhibitors of Bim binding to Bcl-W, primary screen, biochemical, multiplexed, bead-based flow cytometry; inhibition, % at 10 µM; actives 0.02% (n = 190,000); Bim peptide-Bcl-W binding; AID 952, 2007; Bcl-2-like protein 2 (Homo sapiens), Q92843;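 note: 0% = bound tracer without compound and 100% = peptide blocker; higher means less fluorescent Bim peptide bound to Bcl-W beads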
# ABCG2 inh: ABCG2 efflux pump inhibitors, primary screen, multiplex with ABCB1, IgMXP3 cells, flow cytometry. Broad substrate specificity ATP-binding cassette transporter ABCG2 (Homo sapiens), Q9UNQ0. actives 0.1% (n = 190,000). AID 1325, 2008. JC-1 efflux. inhibition, % at 6.6 µM;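 active = inhibition above 80%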;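 note: 0% = DMSO and 100% = nicardipine control wells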
#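 Test system: IgMXP3 (ABCG2) plus far-red-tagged CCRF-Adr (ABCB1) cells / Amount: 3 million cells/mL in well / Reagent: JC-1 transporter substrate / Timing: 10 min compound exposure, 25 °C / Signal: flow cytometry, 530 nm JC-1 signal / Read-out: percent efflux inhibition, scaled nicardipine 100% to DMSO 0% / Benchmarks: nicardipine as high control, DMSO as low control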
# RGS4-Gao reg: modulators of RGS4 binding to Galphao, primary screen, biochemical, multiplexed bead flow cytometry. actives lie on both sides. binding response (% of control), % at 10 µM. actives 0.33% (n = 220,000); in the data active = binding response below about 49% or above about 150%; inactive = in between;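 note: fluorescent Galphao activated with aluminum fluoride binding bead-coupled RGS4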
# ABCB1 inh: ABCB1 efflux pump inhibitors, primary screen, cell-based, multiplex, flow cytometry, ABCG2 counter-screen | ATP-dependent translocase ABCB1 (Homo sapiens), P08183 | CCRF-Adr cells, JC-1 efflux | inhibition, % at 6.6 µM | actives 0.067% (n = 190,000); in the data active = inhibition above about 40%;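 note: 0% = vehicle and 100% = reference inhibitor; higher value means more JC-1 retained so stronger ABCB1 efflux block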
# Target sequence (P08183 whole entry, looked up): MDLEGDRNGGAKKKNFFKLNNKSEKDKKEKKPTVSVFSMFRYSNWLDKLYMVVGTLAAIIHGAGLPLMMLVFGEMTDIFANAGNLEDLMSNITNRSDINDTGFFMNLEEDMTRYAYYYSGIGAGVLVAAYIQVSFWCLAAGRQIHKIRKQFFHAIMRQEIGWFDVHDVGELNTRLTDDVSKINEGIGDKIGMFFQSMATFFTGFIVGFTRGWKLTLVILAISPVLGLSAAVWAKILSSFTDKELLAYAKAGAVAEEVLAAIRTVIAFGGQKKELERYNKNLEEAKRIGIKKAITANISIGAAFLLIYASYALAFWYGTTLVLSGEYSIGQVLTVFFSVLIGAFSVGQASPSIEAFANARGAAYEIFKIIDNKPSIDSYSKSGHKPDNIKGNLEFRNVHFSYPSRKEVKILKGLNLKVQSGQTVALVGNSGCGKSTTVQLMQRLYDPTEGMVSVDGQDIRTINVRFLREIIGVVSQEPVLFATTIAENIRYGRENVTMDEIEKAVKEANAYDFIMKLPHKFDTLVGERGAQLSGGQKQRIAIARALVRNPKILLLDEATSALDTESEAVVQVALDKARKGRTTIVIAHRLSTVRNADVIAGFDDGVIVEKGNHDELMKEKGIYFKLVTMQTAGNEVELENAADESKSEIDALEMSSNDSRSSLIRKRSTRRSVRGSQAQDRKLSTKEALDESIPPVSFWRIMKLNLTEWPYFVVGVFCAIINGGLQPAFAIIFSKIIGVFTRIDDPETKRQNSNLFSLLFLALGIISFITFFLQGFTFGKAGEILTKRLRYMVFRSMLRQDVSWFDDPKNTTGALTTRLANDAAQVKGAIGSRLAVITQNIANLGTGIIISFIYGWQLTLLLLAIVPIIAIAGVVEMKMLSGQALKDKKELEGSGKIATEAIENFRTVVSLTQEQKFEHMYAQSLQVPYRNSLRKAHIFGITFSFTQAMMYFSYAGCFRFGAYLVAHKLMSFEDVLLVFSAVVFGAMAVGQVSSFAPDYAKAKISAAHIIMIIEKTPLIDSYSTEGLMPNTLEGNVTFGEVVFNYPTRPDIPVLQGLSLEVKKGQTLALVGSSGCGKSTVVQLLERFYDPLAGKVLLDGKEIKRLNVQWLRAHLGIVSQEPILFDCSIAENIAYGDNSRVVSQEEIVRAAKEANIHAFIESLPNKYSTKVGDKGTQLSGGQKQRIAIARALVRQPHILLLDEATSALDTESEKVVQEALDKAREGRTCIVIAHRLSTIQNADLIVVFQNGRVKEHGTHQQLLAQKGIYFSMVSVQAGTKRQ
# GSH bead fluor: compound fluorescence on glutathione beads, profiling panel, artefact control, biophysical, 488/530 nm, flow cytometry; GSH beads flow cytometry, compound fluorescence 488/530 nm; active compounds read high; fluorescence (KMESF) at 10 µM; actives 0.25% (n = 190,000); AID 1776, 2009; in the data active = fluorescence above about 89;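 note: glutathione beads carrying GST-tagged Bcl family fusion proteins plus one bare bead set; values are compound well signal with DMSO vehicle wells as background; inactives centre near 16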
# RGS8-Gao reg: RGS8-Galphao binding modulators, primary screen, biochemical, multiplexed bead flow cytometry; actives lie on both sides; Guanine nucleotide-binding protein G(o) subunit alpha (Homo sapiens), P09471; actives 0.34% (n = 220,000); response (percent of control binding), % at 10 µM; in the data active = response below about 60% or above about 140%; inactive = in between;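 note: Galphao activated as the GDP aluminium fluoride complex binding bead-coupled RGS8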
# Bim-Bcl-B: inhibitors of Bim-Bcl-B binding, primary screen, biochemical, multiplexed, human Bcl-2 family; bead-based flow cytometry, Bim peptide-Bcl-B binding; inhibition, % at 10 µM; actives 0.073% (n = 190,000);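 note: 0% = tracer peptide without compound and 100% = reference inhibitor peptide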
# Bfl-1 Bim block: inhibitors of Bim binding to Bfl-1, primary screen, biochemical, multiplexed, bead-based flow cytometry; Bcl-2-related protein A1 (Homo sapiens), Q16548; Bim-Bfl-1 binding inhibition; AID 1008, 2008; inhibition, % at 10 µM; actives 0.12% (n = 190,000);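 note: 0% = wells without compound plus tracer and 100% = blocker peptide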
# Bcl-2 Bim block: inhibitors of Bim-Bcl-2 binding, primary screen, biochemical, multiplexed, human Bcl-2 family. Apoptosis regulator Bcl-2 (Homo sapiens), P10415. Bead-based flow cytometry, Bim peptide-Bcl-2 binding. inhibition, % at 10 µM. actives 0.06% (n = 190,000); in the data active = inhibition above about 40%; inconclusive = no clear call, values can overlap the other calls;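 note: 0% = no compound wells with probe peptide and 100% = reference peptide inhibitor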
# An asterisk follows results filed as active; ? = inconclusive; · = no result given. Cut-off read from the data, not from the text of the source, unless noted: active = inhibition above about 40%. Hits appear at their usual frequency; any-hit rate near 1.1%.
SMILES,RGS7-Gao,Bcl-XL Bim block,Bcl-W Bim block,ABCG2 inh,RGS4-Gao reg,ABCB1 inh,GSH bead fluor,RGS8-Gao reg,Bim-Bcl-B,Bfl-1 Bim block,Bcl-2 Bim block
Cn1c(=O)[nH]c(=O)c2c1nc(N1CCCCCC1)n2CCCSc1nnnn1-c1ccccc1,87,-3,0,18,86,26,7,91,0,4,0
COc1ccc(N(CC(=O)NCc2cccnc2)S(=O)(=O)c2ccccc2[N+](=O)[O-])c(OC)c1,105,-3,-4,4,99,1.6,55,102,-3,-11,-9
COc1cccc(C(O)CC(N)=O)c1 (configuration not stated),101,-2,6,0,101,0.0,4,103,-2,-2,0
OC(COc1ccccc1)CN1CCOCC1 (configuration not stated),107,0,0,1,101,0.1,15,101,0,0,1
COC(=O)C1CSC(c2ccc(Cl)cc2)N1C(=O)c1ccccc1 (configuration not stated),102,0,0,4,105,1.8,11,104,-2,-6,0
CCN1CCCC1CNC(=O)C(=O)Nc1ccc(OC)cc1 (configuration not stated),98,1,0,5,101,1.1,22,99,2,0,0
CC(Oc1ccc(Cl)cc1Cl)C(=O)Nc1cccc(O)c1 (configuration not stated),?,5,2,0,101,-0.1,9,102,2,-3,-2
Cc1nc[nH]c(=O)c1Br,101,-4,-4,2,104,0.2,10,105,-7,-3,-6
O=C1CC(c2cccc([N+](=O)[O-])c2)c2cc3c(cc2N1)CCC3 (configuration not stated),96,-2,0,6,98,0.7,64,99,0,2,0
COc1ccc(/C=N/NC(=O)CCc2nc3ccccc3[nH]2)cc1,93,-7,-5,14,95,0.5,16,98,-10,-9,-15
CC(=O)c1cccc(NC(=O)NC2CCCCC2)c1,99,-7,0,7,104,0.5,45,98,-10,-11,-6
COc1cc2c(cc1OC)CN(c1ccc(-c3ccccc3OC)nn1)CC2,109,0,2,21,110,1.3,13,105,1,3,1
Cc1ccc(C)c(NC(=O)Cc2csc(-c3ccccc3)n2)c1,101,8,4,9,102,0.2,8,100,5,3,8
Cc1ccc(N(CC(=O)N/N=C/c2ccc(OCC(N)=O)cc2)S(C)(=O)=O)cc1Cl,98,-4,-2,0,99,-0.2,18,101,-3,-3,-2
COc1cc(-c2cc(C(=O)O)c3cc4c(cc3n2)OCCO4)cc(OC)c1OC,·,-12,-5,0,·,0.0,30,·,-8,-12,-9
Cc1nc(NC(=S)NC(=O)c2cccs2)ccc1Br,101,-5,-1,-2,102,-0.5,9,104,-3,-3,-1
CN(C)S(=O)(=O)c1cccc(NC(=O)CNCC2CCCCC2)c1,103,-3,-6,1,102,0.1,72,102,-4,-1,-2
CC1CC(C(F)F)n2nc(C(=O)Nc3sc4c(c3C#N)CCC(C(C)(C)C)C4)nc2N1 (configuration not stated),99,-2,-3,0,99,-0.4,17,102,-6,-2,0
O=C(OC(C(=O)NCC1CCCO1)c1ccc(F)cc1)c1cccs1 (configuration not stated),114,-4,-3,0,116,-0.1,8,114,0,-2,-1
CC1CCc2nc(NC(=O)Nc3ccc4c(c3)OCO4)sc2C1 (configuration not stated),99,-8,-4,-7,96,-1.4,10,93,-13,0,-4
COc1cccc(CN2CCN(c3nc4nonc4nc3NC3CC3)CC2)c1,102,-3,-1,3,102,0.7,21,103,-1,-6,0
COC(=O)NNC(=O)c1ccccc1C,99,-3,4,0,100,0.0,5,103,-8,-8,-3
COc1ccc(N/C=C/C(=O)c2sc(-c3ccccc3)nc2C)cc1,96,3,3,0,102,0.1,23,100,-6,-3,5
CCC(C)NC(=O)c1c(N)n(/N=C/c2ccccn2)c2nc3ccccc3nc12 (configuration not stated),104,0,-1,2,103,0.8,12,101,-1,-1,-2
CSc1ccccc1NC(=O)c1cnc2scc(C)n2c1=O,100,-11,-7,24,101,1.9,14,97,-10,-11,-8
N#CC1=C(N)N(c2ccccc2)C(=O)C1,100,-3,0,3,102,0.7,13,101,-8,-12,-8
CCOC(=O)N1CCC(NC(=O)CN2C(=O)CCSc3ccccc32)CC1,99,-7,-6,1,101,0.3,14,100,-8,-5,-7
Cc1onc(-c2ccccc2Cl)c1C(=O)N1CCc2ccccc21,102,-6,0,3,102,0.9,9,101,-8,-15,-14
O=S(=O)(NCC1OCCc2ccccc21)c1ccccc1 (configuration not stated),104,0,2,1,105,0.4,12,105,1,2,-1
O=C(COc1ccc(S(=O)(=O)N2CCOCC2)cc1)Nc1ccc2c(c1)OCCO2,103,-2,0,1,103,0.2,8,101,-7,-8,0
COC(=O)c1cc(NC(=S)N2CCN(C(=O)C3CCCO3)CC2)cc(C(=O)OC)c1 (configuration not stated),106,-4,0,3,104,1.1,21,103,-18,-5,-7
O=C1c2ccccc2C(=O)N1CCc1c[nH]c2ccccc12,100,-2,3,8,94,0.8,26,101,-2,-5,1
CCOc1cc(C)c(Cl)cc1S(=O)(=O)N1CCCC1,93,-2,0,5,101,1.1,56,99,-9,-11,-10
COCc1cc(C)nc2sc(C(=O)NCCO)c(-n3cccc3)c12,100,-2,0,3,100,-0.4,20,100,1,-4,-3
N#CC(C(=O)NC1CC1)c1nc2ccccc2nc1N1CCCC1 (configuration not stated),103,1,6,4,104,0.5,8,102,3,2,2
CCCCNC(=O)Nc1cnn(CC)c1C(N)=O,104,-5,-1,-1,103,-0.1,17,99,-2,-4,0
Cc1ccc(N2C(=O)C3ON(c4ccccc4)C(c4ccncc4)C3C2=O)cc1 (configuration not stated),100,-2,-2,1,101,0.2,21,105,0,0,2
O=[N+]([O-])c1cc(/C=N/n2c(-c3ccncc3)n[nH]c2=S)ccc1Cl,102,4,5,1,99,-0.4,10,100,-27,8,1
O=C(/C=C/c1cccs1)N1CCc2ccccc21,100,-4,-2,·,99,·,12,101,-4,0,0
NC(=O)c1ccsc1NC(=O)COC(=O)COc1ccccc1F,97,-12,-3,25,99,0.1,11,98,-11,-6,-5
Cc1cccc(C(=O)Nc2nnc(-c3ccco3)o2)c1,97,-7,-6,0,105,0.0,13,103,-8,-6,-5
CCOC(=O)Cn1c(=O)sc2ccccc21,98,-3,-1,2,98,-0.2,23,97,-5,-15,-11
CCOC(=O)CN(C(=O)CN1CCC(n2nnc3cc(C)ccc32)CC1)c1ccccc1,101,-2,-3,3,101,1.4,22,101,0,0,0
CCSc1nnc(NC(=O)Cc2ccc(OC)c(OC)c2)s1,106,-4,0,7,104,0.9,26,105,-3,0,-3
Cc1nc2c(F)c(F)c(C(F)(F)F)c(F)c2[nH]1,103,-1,1,3,106,0.5,7,102,0,2,-5
O=C(Nc1nsc(-c2ccccc2)n1)c1ccncc1,98,-15,-8,14,98,0.2,27,100,-14,-22,-15
CN(CC(O)CON=C1c2ccccc2-c2ccccc21)S(=O)(=O)c1ccc(Br)cc1 (configuration not stated),107,9,5,-2,108,0.0,11,108,7,7,4
O=C(CSc1nnc2sc3ccccc3n12)c1ccco1,99,-11,-5,7,97,0.1,29,97,-14,-20,-9
FC(F)C(F)(F)C1=CC(c2ccccc2)=NCCN1,97,0,-2,5,98,0.4,20,99,-2,-1,1
CSc1nc(Sc2ccccc2)c2ccccc2n1,105,-5,-3,4,103,0.7,25,104,-6,-15,-13
Cc1c(CN2CCC(CO)(Cc3ccccc3)CC2)c2ccccc2n1C,100,-1,-1,4,100,1.9,13,99,-5,-6,0
O=C(Nc1cccnc1)c1cc(F)c(F)cc1Cl,99,-1,-3,3,101,0.6,20,100,-4,-3,-6
Cn1c(CN2CCOCC2)nc2cc(NC(=O)c3ccccc3Cl)ccc21,100,-6,0,22,98,1.3,29,99,-9,-11,-3
COc1ccc2c(c1)O[C@H](c1ccc3c(c1)OCO3)[C@@H](OC(=O)N[C@H](C)C1CCCCC1)C2=O,100,-1,-1,0,100,1.5,18,98,-1,3,3
COC(=O)c1[nH]c2c(c1C)C(=O)CCC2,99,-6,0,13,99,2.1,33,102,-10,-12,-9
COc1ccc(-n2c(-c3ccc(Br)cc3)c[n+]3c2CCC3)cc1,99,-2,-3,-1,103,2.5,11,101,-3,-3,-6
Cc1ccc2cc3cc(C(=O)N4CCCCC4C)oc3nc2c1 (configuration not stated),99,-2,0,4,97,1.0,28,94,-4,0,-1
C=CCc1ccccc1OCC(O)CN1CCN(C(=O)OCC)CC1 (configuration not stated),98,-4,-4,8,98,2.7,25,103,-10,-15,-9
CC1CCC(C(C)C)C(OP(=O)(c2ccccc2)C(O)c2ccncc2)C1 (configuration not stated),101,-2,0,0,101,1.5,12,102,-1,-5,-7
O=C(COC(=O)C1=COCCO1)NCc1ccc(Cl)cc1,103,-1,2,-2,103,-1.0,16,106,-2,-4,-2

# Three compounds from above, reduced to GSH bead fluor.
SMILES	GSH bead fluor
C=CCc1ccccc1OCC(O)CN1CCN(C(=O)OCC)CC1 (configuration not stated)	25
CC1CCC(C(C)C)C(OP(=O)(c2ccccc2)C(O)c2ccncc2)C1 (configuration not stated)	12
O=C(COC(=O)C1=COCCO1)NCc1ccc(Cl)cc1	16

# The list continues.
SMILES,RGS7-Gao,Bcl-XL Bim block,Bcl-W Bim block,ABCG2 inh,RGS4-Gao reg,ABCB1 inh,GSH bead fluor,RGS8-Gao reg,Bim-Bcl-B,Bfl-1 Bim block,Bcl-2 Bim block
O=C(COC(=O)/C=C/c1ccc(Cl)cc1)Nc1ccccc1,?,-1,-3,9,99,1.2,14,101,-2,-7,-1
CCC(=O)Nc1cc2c(cc1C(=O)CC)OCCO2,94,-3,-1,0,95,0.0,12,97,-6,-10,-2
NC(=O)C1CCN(C(=S)NCCc2ccccc2)CC1,96,-1,0,1,98,0.4,17,95,-5,-1,-2
CCOC(=O)C1=C(C)NC(C)=C(C(=O)OCC)C1C(=O)OCC(=O)N1CCc2ccccc21,93,-2,0,14,94,2.0,47,100,0,-3,-2
CCOC(=O)N1CCN(C(=O)c2ccc(OC(C)=O)cc2)CC1,92,-1,1,2,98,1.1,12,102,-1,-1,-3

# Source: PubChem BioAssay (NMMLSC)
